# From PubChem BioAssay
# AMA1-RON2 inh: qHTS for Inhibitors of AMA1-RON; Towards Development of Antimalarial Drug Lead: Primary Screen; Potency, µM (highest dose often 58.2 µM), for the others: top-dose activity change, negative = inhibition, hits mostly inhibitors; 0.2% of 360,000 active; AlphaScreen AMA1-biotinylated RON2 peptide binding; Plasmodium falciparum AMA1 (3D7) - RON2 peptide interaction;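 further: potency means the concentration at half of the fitted maximal effect; 0% = vehicle wells and -100% = peptide control; nearly all actives have a fitted effect of over 45% in size; some results filed as inactive show a strong effect at the top dose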
#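 AMA1 (3D7) with his tag at 25 nM final met compounds first, then biotinylated RON2 peptide at 25 nM; detection used donor plus acceptor beads, 10 µg/mL apiece, read by AlphaScreen after 30 min at room temperature.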
# Pf growth 48h: Primary qHTS for delayed death inhibitors of the malarial parasite plastid, 48 hour incubation | 5.9% of 310,000 active | Potency, µM (titrated, usually from 28.7 µM), inactives show at the top dose activity change, negative = inhibition, hits mostly inhibitors | P. falciparum luciferase growth in erythrocytes, 48 h; further: potency means the concentration at half of the fitted maximal effect; on the % scale 0 is the no-effect control and ±100 the full control effect
#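 Here the parasites carry a stable luciferase gene and grow inside erythrocytes in Albumax-based RPMI medium with compound for one erythrocytic cycle. Activity is scored as loss of luminescent signal.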
# LmPK inhibitor: qHTS Assay for Inhibitors of Leishmania Mexicana Pyruvate Kinase (LmPK). Q27686. purified LmPK, Kinase-Glo ATP luminescence, 1 h. Potency, µM (top dose mostly 57.5 µM), inactives show top-dose activity change, negative = inhibition, most hits filed as inhibitors. 0.37% of 290,000 active. AID 1721, 2009; further: potency means the concentration at half of the fitted maximal effect; on the % scale 0 is the no-effect control and ±100 the full control effect
# Target sequence (Q27686 whole entry, looked up): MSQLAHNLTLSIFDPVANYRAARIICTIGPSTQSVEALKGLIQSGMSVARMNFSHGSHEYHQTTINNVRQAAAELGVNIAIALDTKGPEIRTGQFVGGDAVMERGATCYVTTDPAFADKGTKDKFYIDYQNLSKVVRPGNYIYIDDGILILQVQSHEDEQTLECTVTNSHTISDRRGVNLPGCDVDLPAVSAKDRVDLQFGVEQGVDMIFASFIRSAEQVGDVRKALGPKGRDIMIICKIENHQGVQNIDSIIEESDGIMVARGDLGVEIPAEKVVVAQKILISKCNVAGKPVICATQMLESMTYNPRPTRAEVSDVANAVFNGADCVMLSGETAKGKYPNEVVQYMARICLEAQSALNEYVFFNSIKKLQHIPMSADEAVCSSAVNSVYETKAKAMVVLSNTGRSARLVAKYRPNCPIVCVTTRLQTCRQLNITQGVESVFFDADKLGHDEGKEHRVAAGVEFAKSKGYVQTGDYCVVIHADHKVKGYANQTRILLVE
#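 Purified LmPK (0.1 nM) with 0.5 mM PEP and 0.1 mM ADP in imidazole buffer pH 7.2 with MgCl2/KCl, 1 h at room temperature. ATP formed was read by luciferase luminescence and normalized to no-enzyme and uninhibited controls.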
# Pf growth 96h: Primary qHTS for delayed death inhibitors of the malarial parasite plastid, 96 hour incubation. P. falciparum luciferase reporter growth, 96 h. 6.9% of 320,000 active. Potency, µM (top dose mostly 28.7 µM), for inactives: top-dose activity change, negative = inhibition, usual class: inhibitors; further: potency means the concentration at half of the fitted maximal effect; on the % scale 0 is the no-effect control and ±100 the full control effect
#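 Luminescence readout: decreased luciferase signal marks inhibited growth of reporter-expressing P. falciparum in infected red cells (2% hematocrit, 0.05% parasitemia final), exposed to compound two generations (96 h, 37 C, 5% CO2).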
# Shiga inhibitor: A qHTS for Small Molecule Inhibitors of Shiga Toxin; Vero cells, Shiga toxin protein synthesis inhibition reporter; inhibition, % at 38.7 µM; 9.2% of 290,000 active; AID 2315, 2010; in the data active means inhibition mostly above about 28%, no sharp cut-off; inactive means mostly below about 43%; further: 0% is about no effect
# Tb PYK inh: qHTS of Trypanosoma Brucei Inhibitors | pyruvate kinase (Trypanosoma brucei), Q57TT1 | AID 624173, 2012 | Potency, µM (doses to about 76.8 µM), inactives show at the highest dose activity, negative = inhibition, usual class: inhibitors | 0.12% of 410,000 active | TbPYK enzyme, Kinase-Glo Plus ATP luminescence, 45 min; further: potency means the concentration at half of the fitted maximal effect; on the % scale 0 is the no-effect control and ±100 the full control effect; nearly all actives have a fitted effect of over 50% in size
#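 Luminescent Kinase-Glo Plus end-point after 45 min room-temperature reaction of T. brucei pyruvate kinase started with 130 uM ADP (final). Buffer TEA 50 mM pH 7.2 with KCl, MgCl2, BSA, Tween-20; titration-based qHTS with fitted concentration-effect curves.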
# CHX counter: Cycloheximide Counterscreen for Small Molecule Inhibitors of Shiga Toxin. AID 2314, 2010. cell reporter, cycloheximide protein synthesis inhibition counterscreen. 12% of 300,000 active. max response, %; in the data active means max response mostly above about 13%, no sharp cut-off; inactive means mostly below about 14%; further: read at 38.3 µM for the half of the compounds with a filed dose; 0% is about no effect
# The depositor's hits bear a star; ? = inconclusive; . = not tested or not shown; & = joins results of further samples; [ ] = remark or other dose. Unless noted, the call rests on the fitted dose curve; in most records, active means well fitted curve in the direction sought with a large enough effect; inconclusive means small, poorly fitted or top-dose-only effect, or another doubt; inactive means no such curve, though single readings can be large; an effect the other way counts as inactive or inconclusive. Hits appear at their usual frequency. Share with any hit: about 21%.
SMILES,AMA1-RON2 inh,Pf growth 48h,LmPK inhibitor,Pf growth 96h,Shiga inhibitor,Tb PYK inh,CHX counter
CCOC(=O)CSc1nnc(-c2ccccc2)c(=O)[nH]1,0%,.,5%,11%,19,4%,4
CCOC(=O)c1cnc2c(-c3ccccc3)cnn2c1N,41%[activator],101%[activator],0%,14%,90*,-2%,30*
C[C@@H](C(=O)CC(=O)OC(C)(C)C)[C@@H](O)c1ccccc1,-3%,0%,0%,-15%,10&-1,0%,1&25
Cc1ccc(C(=O)Nc2ccc(OCc3ccccc3)cc2)cc1[N+](=O)[O-],-5%,-8%,3%,?,-9,5%,-2
COc1ccc(N2CCN(CC(O)COc3cc(C)ccc3C)CC2)cc1 (centres undefined),-19%,14%[0.00184 µM],2%,14%,9,1%,-3
CCCN1C2=NCCN2c2ccccc21,-1%,-9%,-2%,4.1µM*,-16,4%,-3
CCCn1c(-c2ccc(OC)cc2)nc2ccccc21,-3%,?,-2%,?,10,6%,13*
O=C(COC(=O)c1cc(=O)[nH]c2ccccc12)NCc1ccc(Cl)cc1,-4%,?,.,?,.,1%,.
CN(CC1CCCCO1)C(=O)c1cc(COc2ccc(F)cc2Cl)on1 (centres undefined),-2%,?,0%,26%,-11,4%,-2
COc1ccc(N2C(=O)NC(NC(=O)c3ccncc3)(C(F)(F)F)C2=O)cc1 (centres undefined),-6%,2%,0%,54%[activator],-18,-3%,-1
COc1cccc(C(c2nnnn2CC2CCCO2)N2CCN(C(=O)c3ccco3)CC2)c1OC (centres undefined),-7%,?,3%,150%[activator],-1,0%,8
Cn1nnnc1SCC(=O)Nc1ccc(Oc2ccc(Cl)cc2)cc1,8%,-6%,4%,.,-6,8%,-4
Cc1ccc(CC(=O)NC2CCCc3ccccc32)cc1C (centres undefined),12%,10%,2%,-25%,-6,-8%,0
CCOC(=O)c1ccccc1NC(=O)CSc1nc2c(c(=O)n(C)c(=O)n2C)n1C,.,11%,-1%,.,7,.,-3
CCOC(=O)c1cnc2ccccc2c1Nc1ccc2c(c1)OCCO2,?,4.1µM*,5%,-1%,154*,0%,110*
O=[N+]([O-])c1ccccc1N/N=C1\CC2CC=CC12 (centres undefined),20µM*,56%[activator],-7%,31%[activator],108*,5%,31*
COc1ccc(C(=O)Nc2cc(OC)ccc2OC)cc1,7%,67%[activator],-4%,6%,24,-3%,15
Cc1ccc(C(=O)CN2/C(=C(\O)c3ccccc3)C(=O)c3ccccc3S2(=O)=O)c(C)c1,21%,?,9%,?,-13,-11%,-5
Cn1c(=O)c2c(nc(SCCCC#N)n2Cc2c(F)cccc2Cl)n(C)c1=O,1%,-16%,9%,-12%,17,-10%,-3
CSc1ccccc1NC(=O)CN1CCN(Cc2ccccc2)CC1,.,2%,4%,1%,-2,.,1
CNc1ccccc1C(=O)OCC(=O)Nc1ccc2c(c1)OCO2,-1%,26%,.,14%,.,3%,.
CC(C(=O)c1ccc2ccccc2c1)N1CCCCC1 (centres undefined),-1%,?,9%,4%,31,-3%,7
Cc1ccnc(NC(=O)C23CC4CC(CC(C4)C2)C3)c1,12%,?,0%,5%,27,4%,12*
COc1ccc(N)cc1NC(=O)CN1CCCC1,2%,6%,3%,0.12µM*,.,3%,-5
OCCN(Cc1ccccc1)Cc1ccc(C(F)(F)F)cc1,?,.,2%,56%[activator],-13,-5%,1

# Complete entries, looked up by structure. Screens in order: AMA1-RON2 inh | Pf growth 48h | LmPK inhibitor | Pf growth 96h | Shiga inhibitor | Tb PYK inh | CHX counter
# Results for CCOC(=O)c1ccccc1NC(=O)CSc1nc2c(c(=O)n(C)c(=O)n2C)n1C = . | 11% | -1% | . | 7 | . | -3
# Results for C[C@@H](C(=O)CC(=O)OC(C)(C)C)[C@@H](O)c1ccccc1 = -3% | 0% | 0% | -15% | 10&-1 | 0% | 1&25
# Results for CCOC(=O)c1cnc2ccccc2c1Nc1ccc2c(c1)OCCO2 = ? | 4.1µM* | 5% | -1% | 154* | 0% | 110*
# Results for COc1ccc(N2C(=O)NC(NC(=O)c3ccncc3)(C(F)(F)F)C2=O)cc1 (centres undefined) = -6% | 2% | 0% | 54%[activator] | -18 | -3% | -1
# Results for CSc1ccccc1NC(=O)CN1CCN(Cc2ccccc2)CC1 = . | 2% | 4% | 1% | -2 | . | 1

# Later entries.
SMILES,AMA1-RON2 inh,Pf growth 48h,LmPK inhibitor,Pf growth 96h,Shiga inhibitor,Tb PYK inh,CHX counter
O=C(NCCCn1ccnc1)c1cc(Cl)cc(Cl)c1,-3%,-2%,1%,-5%,-9,-6%,-5
CC1(C)CN(c2ccccc2)N(C(=O)c2ccc(F)cc2)C1=O,-6%,13%,-1%,38%[activator],3,1%,-4
CCc1ccc(C2NC(=S)NC3=C2C(=O)N(c2ccccc2OC)C(c2ccc(CC)cc2)N3)cc1 (centres undefined),28%,.,-2%,?,22,-4%,-1
O=C(NCCN1CCOCC1)c1cc(-c2cccc(Cl)c2)on1,-24%,32%[activator],-3%,?,37,-12%,1
NNC(=S)NCc1ccccc1,59%[activator],?,6%,9.3µM*,-8,-9%,-2
CC(Oc1ccccc1)C(=O)Nc1nnc(S(=O)(=O)Nc2ccccc2)s1 (centres undefined),24%,39%[activator],3%,111%[activator],-4,1%,2
COc1ccccc1CNC(=O)[C@H](NC(=O)C1CCN(C(=O)[C@@H](N)CCSC)CC1)C(C)C,98%[activator],-7%,6%,?,9,6%,2
CCCc1nnc(NC(=O)CCS(=O)(=O)Cc2ccccc2)s1,-7%,0%,-8%,-3%,-7,-8%,-6
COC(=O)c1cccc(NC(N)=S)c1,11%,0%,-1%,-7%,31,-6%,-2
O=C(CN1C(=O)c2ccc([N+](=O)[O-])cc2C1=O)Nc1nccs1,44%[activator],1%,8%,?,-5,-2%,0
COc1ccc(S(=O)(=O)CCC(=O)N2CCN(c3ccc(F)cc3)CC2)cc1,-1%,-9%,6%,?,-13,1%,9
CCOC(=O)c1[nH]c(=O)c2ccccc2c1O,8%,33%[activator],-1%,-1%,10,-3%,5
Cc1cc(Cl)nc(-n2nc(C)cc2C)n1,17%,-1%,-10%,-6%,12,1%,1
Cc1ccc(CSc2nnc(CC(=O)Nc3ccc(C)cc3)n2C)cc1,3%,-5%,-6%,1%,-11,-28%,-5
CN1/C(=C\C=Nc2ccccc2)C(C)(C)c2ccccc21,-1%,?,-19%,?,-16,-3%,-2
COc1ccc(C(=O)N/N=C2\CCS(=O)(=O)c3ccc(F)cc32)cc1OC,3%,-15%,0%,19%,-10,0%,-5
Fc1ccc(C2c3[nH]c4ccccc4c3CCN2Cc2ccoc2)cc1 (centres undefined),-29%,?,3%,?,1,5%,9
Cc1ccccc1CN1CCN(c2ccc(S(=O)(=O)N3CCCC3)cn2)CC1,7%[11.6 µM],?,.,?,.,5%,.
COC(=O)CCCn1c(C)cc(C(=O)CCl)c1C,-1%,?,1%,?,-9,3%,7
O=C(NCCN1CCOCC1)c1ccc(NC(=O)C2COc3ccccc3O2)cc1 (centres undefined),1%,11%,4%,66%[activator],17,6%,7
CCN(CC(=O)Nc1c(F)cccc1F)C(=O)c1ccc2c(c1)S(=O)(=O)N=C1CCCCCN12,1%,47%[activator],.,33%,.,-3%,.
CCCCn1c(N)c(N(CCOC)C(=O)CSc2nnc(-c3ccncc3)n2CCC)c(=O)[nH]c1=O,4%,3%,.,6%,.,-1%,.
Cc1ccc(NC(=O)c2cc(S(=O)(=O)N3CCOCC3)ccc2F)c(C)c1,-4%,-18%,1%,?,32,-3%,23*
Cc1ccc(C(=O)N/C(=C\c2cccnc2)c2nc3ccccc3[nH]2)cc1,-6%,-11%,2%,-12%,-11,2%,-7
CCOC(=O)c1cnn2c(N)c(C#N)nnc12,20%,15%,-1%,?,-22,-2%,-4

# Continuation.
SMILES,AMA1-RON2 inh,Pf growth 48h,LmPK inhibitor,Pf growth 96h,Shiga inhibitor,Tb PYK inh,CHX counter
CN(c1ccc(C(=O)Nc2ccc3c(c2)n(C)c(=O)n3C)cc1)S(C)(=O)=O,25%,15%,4%,?,9,-8%,4
CC(C)[C@H](NC(N)=O)C(=O)NNC(=O)COc1cccc(C(F)(F)F)c1,85%[activator],28%,2%,-16%,-7,4%,-4
Cc1onc(-c2c(F)cccc2Cl)c1C(=O)NCCc1ccncc1,-5%,?,-3%,2%,-8,-11%,6
O=C(COc1coc(CN2CCc3ccccc32)cc1=O)Nc1cccc(F)c1,-7%,?,.,-2%,.,-4%,.
Cc1ccc(S(=O)(=O)c2cn(C)c3cc(N4CCOCC4)c(F)cc3c2=O)cc1,-11%,-19%,1%,-4%,-2,-5%,-2
O=C(CSc1nncs1)NC(=O)Nc1ccc2c(c1)OCCO2,-2%,107%[activator],9%,166%[activator],59*,-6%,45*
C=CCC(NCc1ccccc1)c1ccc(Cl)cc1 (centres undefined),-4%,1%,-1%,51%[activator],-10,-12%,-3
CCOc1ccc(N(CC(=O)Nc2ccc(OC)cc2)C2=NC3CS(=O)(=O)CC3S2)cc1 (centres undefined),-4%,6%,-1%,13µM*,-5,3%,-1
Cc1cc(N2CCN(c3ccccc3F)CC2)nc2cc(O)ccc12,5%,10µM*,3%,0%,95*,1%,25*
CN(CC(=O)Nc1ccccc1Cl)C(=O)C1CSC2(C)CCC(=O)N12 (centres undefined),6%,-4%,.,-3%,.,8%,.
COc1ccc(CNC(=O)CCn2c(C)csc2=O)cc1,4%,0%,.,33%[activator],.,-6%,.
COc1ccc(OCC(=O)N2CCc3c([nH]c4ccccc34)C2c2ccccn2)cc1 (centres undefined),7%,-10%,5%,?,13,-2%,6
Cc1ccc(C)c(NC(=S)N2CCC(NC(=O)c3ccccc3)CC2)c1,7%,5%,-4%,30%[activator],3,-6%,-6
O=C(CN1C(=O)COc2ccccc21)N1CCc2ccccc2C1,-5%,1%,1%,10µM*,31,3%,11
O=S(=O)(c1cccc(S(=O)(=O)N2CCCC2)c1)c1cccc(S(=O)(=O)N2CCCC2)c1,-5%,.,14%,-5%,3,9%,-5
O=C(CCCC1=NS(=O)(=O)c2ccccc2N1)N1CCN(c2ccc([N+](=O)[O-])cc2)CC1,-11%,8.3µM*,0%,?,-11,0%,10
CC1(C(=O)OCc2cc(=O)n3cc(Br)ccc3n2)CC1(Cl)Cl (centres undefined),8%,297%[activator],-5%,103%[activator],78*,-5%,36*
O=C(O)c1nc(-c2ccccc2)n(-c2ccc(Cl)cc2)n1,11%,-28%,0%,8%,-12,-2%,-4
CCO[C@H]1OC(C(=O)NC2CC2)=C[C@@H](c2ccc3c(c2)OCO3)[C@@H]1CCCO,5%,-4%,4%,-18%,-12,-5%,11
CC(C)N1CCN(Cc2cccn2-c2ccccn2)CC1CCO (centres undefined),-4%,3%,-1%,3%,2,-2%,-2
COCCNC(=O)NC(=O)CSc1nc(C)c(C)c(C)n1,3%,-17%,-10%,14%,-9,-16%,13
